# WRN inhibitor: blocks human WRN helicase; Potency, µM (top dose mostly 114 µM), inactives show at the highest dose activity change, negative = inhibition, hits mostly inhibitors; 360,000 tested, 0.46% active; WRN helicase unwinding, fluorescent forked duplex, kinetic; further: potency means the concentration at half of the fitted maximal effect; on the % scale 0 is the no-effect control and ±100 the full control effect; nearly all actives have a fitted effect of over 55% in size
#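 Enzyme (20 nM final) and test compound sit together 15 min at room temperature before substrate addition. Substrate is a single-forked duplex oligonucleotide (100 nM) labelled with fluorophore and quencher, with 2 mM ATP; helicase unwinding raises red fluorescence, read kinetically.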
# CCT modulator: changes cytosolic chaperonin activity | purified chaperonin ATPase assay, HTRF ADP detection, 30 min | activity change, % (test concentration not listed), hits read low | 360,000 tested, 0.3% active; in the data active means activity change below about -30%; further: on the % scale 0 is the no-effect control and ±100 the full control effect
#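 Nucleotide hydrolysis assay: TRiC at 20–40 nM final (set by batch activity) with 10 uM ATP, 30 min at 37 °C, in presence of 76 uM compound. Detection by competitive ADP HTRF, 30 min ambient.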
# PI5P4K alpha inh: inhibitors of human PI5P4K alpha; PI5P4Kalpha enzyme, ADP-Glo luminescence, 60 min; hits give low values; max response, %; 330,000 tested, 1.2% active; P48426; AID 652105; active means max response of -50% or lower; inconclusive means between -30% and -50%; inactive means -30% or higher; further: value at the top dose of about 77 µM; on the % scale 0 is the no-effect control and ±100 the full control effect
# Target sequence (P48426 whole entry, looked up): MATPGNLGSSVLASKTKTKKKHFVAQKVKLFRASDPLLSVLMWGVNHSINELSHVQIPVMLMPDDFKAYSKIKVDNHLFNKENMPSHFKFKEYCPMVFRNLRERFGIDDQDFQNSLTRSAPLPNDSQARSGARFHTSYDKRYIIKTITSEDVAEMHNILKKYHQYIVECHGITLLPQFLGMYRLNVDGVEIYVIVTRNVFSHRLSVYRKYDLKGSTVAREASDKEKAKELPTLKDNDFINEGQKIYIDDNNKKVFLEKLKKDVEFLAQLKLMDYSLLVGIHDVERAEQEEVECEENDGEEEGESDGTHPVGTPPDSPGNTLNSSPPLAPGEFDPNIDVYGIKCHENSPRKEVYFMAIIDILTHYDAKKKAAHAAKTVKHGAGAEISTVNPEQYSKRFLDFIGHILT
#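 Reactions run in 0.038 M HEPES pH 7.4, 0.28 mM EGTA, 0.1% CHAPS and 5% DMSO, with PI5P4Kalpha, substrate, compound and 5 microM ATP final, one hour at room temperature. Readout is ADP-Glo luminescence.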
# IL2 activator: IL-2 activation; AID 652025; activation, % (series mostly up to about 46 µM); IL-2 activation reporter assay, cell-based qHTS; stimulated with anti-CD3/CD4/CD28 beads; in transgenic mouse T cells; 360,000 tested, 0.065% active; in the data active means activation above about 50%; inconclusive means mostly about 30% to 49%; further: 0% is about no effect
#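 First, unstimulated transgenic mouse T cells were exposed to compound for 60 min. Next, anti-CD3/anti-CD4-coated beads with anti-CD28 were added. Finally, after 18 h at 37 degrees C, EGFP and DsRed were imaged.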
# EPAC2 ag: activates human EPAC2 exchange factor. EPAC2 activation, biochemical qHTS; response scale: 100% = 6.5 mM cAMP response. Q8WZA2. 360,000 tested, 0.079% active. AID 720711. Potency, µM (titrated, usually from 154 µM), inactives show at the highest dose activation, hits mostly activators; further: potency means the concentration at half of the fitted maximal effect; nearly all actives have a fitted effect of over 50% in size
#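 Fluorescence exchange assay: 100 nM EPAC2 with 250 nM RAP1B-BODIPY-GDP and 50 uM GDP; compounds tested as a concentration-titration series (qHTS). Loss of Rap1-bound BODIPY-GDP fluorescence read at 480/540 nm; data normalized to 6.5 mM cAMP.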
# EPAC1 ag: agonists of human EPAC1 | O95398 | EPAC1 agonist qHTS, biochemical assay; response scale: 100% = response to 6.5 mM cAMP | Potency, µM (titrated, usually from 154 µM), for inactives: at the top dose activation, hits mostly activators | 360,000 tested, 0.073% active | AID 720707; further: potency means the concentration at half of the fitted maximal effect; nearly all actives have a fitted effect of over 60% in size
#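 EPAC1 100 nM, Rap1B–BODIPY-GDP 250 nM, unlabeled GDP 50 uM; compound titration; 5 min RT; kinetic read ex480/em540 at 5-min intervals ×30 min; data normalized to 6.5 mM cAMP agonist control.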
# EPAC1 antag: blocks human EPAC1 exchange factor. AID 720709. 360,000 tested, 0.14% active. O95398. EPAC1 GEF assay, Rap1b-BODIPY-GDP exchange fluorescence. Potency, µM (titrated, usually from 115 µM), for the others: top-dose activity change, negative = inhibition, actives largely listed as inhibitors;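 further: potency means the concentration at half of the fitted maximal effect; plate controls were vehicle for no effect and positive control for full effect; nearly all actives have a fitted effect of over 50% in size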
# PLK1 PBD block: blocks phosphopeptide binding to human PLK1 polo-box domain | Plk1 PBD binding of FITC phosphopeptide, fluorescence polarization | Potency, µM, for inactives: max response, negative = inhibition, most hits filed as inhibitors | 360,000 tested, 2.8% active | AID 720504; further: potency means the concentration at half of the fitted maximal effect; series mostly up to about 57 µM; on the % scale 0 is the no-effect control and ±100 the full control effect; nearly all actives have a fitted effect of over 65% in size
# Target sequence (P53350 whole entry, looked up, the tested form may be a part): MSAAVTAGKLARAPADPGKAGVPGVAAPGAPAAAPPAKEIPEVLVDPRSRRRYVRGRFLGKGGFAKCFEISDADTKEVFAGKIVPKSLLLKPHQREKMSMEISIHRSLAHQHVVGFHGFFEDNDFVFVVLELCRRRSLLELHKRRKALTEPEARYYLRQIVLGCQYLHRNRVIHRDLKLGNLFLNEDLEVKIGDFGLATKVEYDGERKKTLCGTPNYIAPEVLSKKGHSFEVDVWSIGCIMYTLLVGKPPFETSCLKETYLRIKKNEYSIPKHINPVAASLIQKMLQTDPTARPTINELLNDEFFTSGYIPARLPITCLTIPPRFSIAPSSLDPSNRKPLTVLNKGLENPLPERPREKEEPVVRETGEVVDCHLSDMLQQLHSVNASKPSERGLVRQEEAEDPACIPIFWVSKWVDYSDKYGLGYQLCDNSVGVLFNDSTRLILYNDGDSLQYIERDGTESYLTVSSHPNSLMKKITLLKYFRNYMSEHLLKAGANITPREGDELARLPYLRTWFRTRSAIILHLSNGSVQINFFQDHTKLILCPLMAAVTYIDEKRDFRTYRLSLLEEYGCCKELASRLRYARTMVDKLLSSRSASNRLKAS
# An asterisk follows results filed as active; ? = inconclusive; · = not tested or not shown; & = joins results of further samples; [ ] = another dose, or the depositor's remark. Unless noted, the call rests on the fitted dose curve; in most records, active means well fitted curve in the direction sought with a large enough effect; inconclusive means small, poorly fitted or top-dose-only effect, or another doubt; inactive means no such curve, though single readings can be large; an effect the other way counts as inactive or inconclusive. An excerpt, so the mix of outcomes need not match the whole.
# Start of the data: the first 2 entries as a preview:
SMILES,WRN inhibitor,CCT modulator,PI5P4K alpha inh,IL2 activator,EPAC2 ag,EPAC1 ag,EPAC1 antag,PLK1 PBD block
COc1cc(CNc2ccc(N3CCCC3)cc2)ccc1OCc1ccccc1F,-3%,-1.7,-18,0.9,0%,-6%,-7%,-15%
CC(=O)c1ccc(NC(=O)CSc2nc3[nH]c(=O)cc(O)c3s2)cc1,-4%,-0.3,?,-1.7,4%,5%,-6%,?

# Main list, repeating the preview:
SMILES,WRN inhibitor,CCT modulator,PI5P4K alpha inh,IL2 activator,EPAC2 ag,EPAC1 ag,EPAC1 antag,PLK1 PBD block
COc1cc(CNc2ccc(N3CCCC3)cc2)ccc1OCc1ccccc1F,-3%,-1.7,-18,0.9,0%,-6%,-7%,-15%
CC(=O)c1ccc(NC(=O)CSc2nc3[nH]c(=O)cc(O)c3s2)cc1,-4%,-0.3,?,-1.7,4%,5%,-6%,?
COc1ccc(CN2CCN(C(=O)CCC(=O)Nc3nnc(C(F)(F)F)s3)CC2)cc1F,7%,0.2,4,-3.4,-13%,-3%,3%,-12%
CC(C)(C)NC(=S)N1CCC(C(=O)c2ccc(F)cc2)CC1,5%,-2.3,-2,5.6,3%,3%,12%,6%
CN(Cc1ccccc1)C(=O)COC(=O)c1cc([N+](=O)[O-])ccc1N1CCOCC1,-1%,1.0,9,-1.0,1%,1%,9%,-3%
O=[N+]([O-])c1cc2c(cc1/C=N/n1c(-c3ccccc3)n[nH]c1=S)OCO2,-21%,-3.2,-10,-2.1,2%,8%,6%,?
COc1ccc(-c2cc(C(=O)Nc3ccccc3SC)no2)cc1OC,-2%,0.3,·,-2.6,8%,5%,6%,-25%
COc1ccc(S(=O)(=O)Nc2cc(C(=O)NC(C)C)ccc2N2CCOCC2)cc1,-1%,-1.9,·,-0.3,10%,9%,7%,-13%
COCc1c(C(=O)N2CCN(c3ncccn3)CC2)oc2ccccc12,-6%,-3.5,-3,0.9,1%,2%,-13%,1%
CC1CCN(C(=S)c2cn(Cc3ccccc3F)c3ccccc23)CC1,0%,-0.7,4,-1.0,-1%,3%,-4%,?
Cc1ccc(/C(N)=N/OC(=O)COc2ccccc2Cl)cc1,-24%,-4.1,26,-3.9,6%,-5%,-1%,-5%
O=C(NCc1ccccn1)c1cccc(S(=O)(=O)Nc2ccccc2Cl)c1,-7%,-2.3,2,0.7,-1%,3%,9%,-3%
COc1cc(OC)c(OC)cc1CNCc1ccco1,-8%,-1.1,1,-4.7,28%,9%,0%,-13%
CCN(Cc1ccccc1)S(=O)(=O)CCNC(=O)c1ccc(OC)cc1,-2%,1.8,1,0.1,-2%,3%,-6%,2%
COc1cccc(/C=N/N2CCN(c3ccccc3OC)CC2)c1,-3%,-1.2,·,-1.4,9%,18%,8%,-6%
O=C(COc1ccc(S(=O)(=O)NCc2ccccc2)cc1Cl)NCc1ccccn1,-1%,-3.9,-10,-1.1,16%,4%,0%,-23%
COc1ccccc1CNC(=O)CSc1ccsc1[N+](=O)[O-],-7%,-0.4,?,0.0,14%,2%,1%,-24%
Cc1nc2c(C(=O)NCCC(C)C)c[nH]n2c(=O)c1Cc1ccccc1F,-9%[57.1 µM],-4.5,·,-3.5,-3%,-17%,?,21µM*
Cc1ccc(S(=O)(=O)N(C)C)cc1NC(=O)C(C)N(C)CCOc1ccc(Cl)cc1 (stereo not given),-6%[57.1 µM],-1.4,2,-1.0,13%,9%,-8%,-4%
O=C(CSc1nnc(-c2cccc(S(=O)(=O)N3CCOCC3)c2)n1C1CCCCCC1)NCc1ccccc1,3%,-1.1,·,0.6,12%,0%,-7%,5%&-7%
Cc1c(NC(=O)OCc2ccccc2)c(=O)n(-c2ccccc2)n1C,4%,0.9,1,-1.6,5%,-11%,9%,5%
CN(CC(=O)O)c1ccc(C(F)(F)F)cc1[N+](=O)[O-],11%[57.1 µM],-0.5,14,0.4,1%,-15%,1%,-3%
CCC(C)n1c(=N)c(C#N)cc2c(=O)n3cc(C)ccc3nc21 (stereo not given),-2%,1.8,0,-0.2,0%,12%,9%,-1%
CC(C)N(Cc1ccccc1)C(=O)COC(=O)/C=C/c1cnc2ccccc2n1,-3%,-1.0,-4,-0.1,16%,0%,-2%,-12%

# Quoted from the listing:
# Under EPAC1 antag, CCN(Cc1ccccc1)S(=O)(=O)CCNC(=O)c1ccc(OC)cc1 shows -6%
# Under IL2 activator, O=C(COc1ccc(S(=O)(=O)NCc2ccccc2)cc1Cl)NCc1ccccn1 shows -1.1
# Under IL2 activator, COc1cccc(/C=N/N2CCN(c3ccccc3OC)CC2)c1 shows -1.4
# Under EPAC1 antag, O=C(CSc1nnc(-c2cccc(S(=O)(=O)N3CCOCC3)c2)n1C1CCCCCC1)NCc1ccccc1 shows -7%
# Under IL2 activator, CCC(C)n1c(=N)c(C#N)cc2c(=O)n3cc(C)ccc3nc21 (stereo not given) shows -0.2

# Further results.
SMILES,WRN inhibitor,CCT modulator,PI5P4K alpha inh,IL2 activator,EPAC2 ag,EPAC1 ag,EPAC1 antag,PLK1 PBD block
CNc1cc(-c2ccc(CC#N)cc2)ncn1,-2%,0.6,5,0.1,18%,-6%,-9%,-3%
CC(C)(C)c1ccc(C(=O)NCC(=O)OCN2C(=O)c3ccccc3C2=O)cc1,5%,0.5,-5,0.1,-3%,6%,19%,-10%
COc1ccc(CCC(=O)O)c(O)c1,-13%,-0.5,-2,0.9,-4%,2%,-7%,-5%
Cc1ccc(S(=O)(=O)N(C)C)cc1NC(=O)c1cccnc1Oc1ccccc1,-7%,-0.7,0,-0.9,6%,0%,-5%,-22%
CCN(C(=O)COc1nc(C)cc(C)c1C#N)c1ccccc1,-3%,3.7,1,-1.0,0%,-2%,15%,0%
Cc1cc(OCC(=O)OCC(=O)N(Cc2ccccc2)C(C)(C)C)ccc1Cl,-3%,0.6,1,-0.6,0%,1%,-21%,0%
CC(C)N(C(=O)Cn1c(Cl)nc2ccccc21)C(C)C,4%,-2.3,5,-2.5,-2%,-5%,-6%,-5%
CN(C)c1ccc(/C=C/C(=O)c2ccc(C(C)(C)C)cc2)cc1[N+](=O)[O-],-13%,-0.8,19,1.3,-5%,-16%,-20%,1%
Cc1ccc(OC/C(O)=C(\C#N)c2nc3ccccc3s2)cc1,3%,2.4,-16,-4.0,-2%,-3%,-12%,-8%
COc1ccccc1NC(=O)N(Cc1ccco1)Cc1cc2cccc(C)c2[nH]c1=O,-16%,1.6,7,-0.5,15%,12%,12%,-8%
O=C1NC(=O)/C(=C\c2ccsc2)N1,-27%,1.2,-26,-0.5,21%,13%,?,?
O=C(CSc1nccc(=O)[nH]1)Nc1ccc(S(=O)(=O)N2CCOCC2)cc1,-3%[57.1 µM],-2.7,·,-2.5,11%,7%,5%,?
COc1cc(NC(=O)COc2ccc(Cl)cc2)ccc1-c1cc2ccccc2oc1=O,-18%,-0.3,-6,0.2,-16%,9%,-8%,-1%
Cc1ccc(C)c(OC(=O)c2cccc(S(=O)(=O)N3CCN(C)CC3)c2)c1,-35%,-0.6,-10,-3.9,14%,-2%,-22%,-7%
CC(c1ccccc1)c1nnc(NC(=O)c2ccc3c(c2)OCO3)s1 (stereo not given),3%,1.6,3,0.5,-2%,-6%,13%,5%
CC(=O)c1ccc(S(=O)(=O)NCc2cccnc2)cc1,-8%[57.1 µM],-3.4,3,-1.8,1%,-5%,19%,-9%
COc1cccc(CNC(=O)CCCSc2ccccc2)c1,-5%,-0.7,8,-2.1,5%,-9%,4%,-1%
CCC1NC(=O)c2cccnc2-n2c1nc1ccc(F)cc1c2=O (stereo not given),-4%,-0.9,-1,-2.0,12%,-15%,-13%,-4%
Cc1ccccc1C(C)(O)c1cnc(C)n1Cc1ccccc1 (stereo not given),1%,-1.3,1,-3.4,3%,-2%,10%,4%
COc1ccc(-c2nc(CS(=O)CC(=O)NCc3ccc(Cl)cc3)c(C)o2)cc1OC (stereo not given),0%,-2.4,-3,-2.8,-8%,-3%,0%,-12%
CCOC(=O)C1=NNC2(CC(=O)N(c3cccc(C)c3)C2=O)C1 (stereo not given),7%,-0.2,2,0.6,6%,10%,6%,1%
COc1ccc(-c2nn(-c3ccccc3)cc2C2CC(c3cccs3)=NN2C(=O)CCCC(=O)O)cc1 (stereo not given),-10%,-2.5,5,0.8,-1%,-1%,-24%,-8%
COc1ccccc1NC(=O)CSc1nnc(Cc2cc(=O)[nH]c(=O)[nH]2)n1-c1ccccc1,3%,-1.3,·,-2.4,-1%,-7%,2%,-2%
COC(=O)c1c(C)oc2ccc(OC(=O)c3cccs3)cc12,-2%,-1.1,3,0.6,5%,11%,-2%,4%
CCC(C)(C)NC(=O)C(c1ccc(F)cc1)N(Cc1ccccc1)C(=O)c1cnccn1 (stereo not given),6%,-1.6,-9,-0.6,7%,4%,11%,-14%
CC(=O)c1ccc(S(=O)(=O)N(C)CC(=O)Nc2ccc(C)cc2)cc1,0%,-0.2,-9,-0.3,-3%,-1%,16%,3%
COc1ccc(C)cc1NC(=S)NN1CCN(C)CC1,5%,-0.8,-7,0.0,17%,-4%,-9%,-13%
CCCNc1nc(C)nc2c1cnn2CCc1ccccc1,-6%,-0.9,-9,-0.5,12%,-2%,3%,4%
COCCNC(=O)NC(=O)COC(=O)C1(c2ccc(Cl)cc2)CC1,6%,2.3,-3,0.7,0%,1%,5%,1%
COc1ccc(Cl)c2sc(N(Cc3cccnc3)C(C)=O)nc12,10%,1.5,-3,-2.9,12%,-13%,22%,1%
CCCn1nc(C(=O)OCC(=O)Nc2cccc(OC)c2)c2ccccc2c1=O,5%,-2.0,-3,-3.8,11%,-9%,-1%,-2%
O=C(Nc1cc(S(=O)(=O)N2CCCCCC2)ccc1OCC(F)(F)F)c1ccc(=O)[nH]c1,8%,-0.4,-2,1.6,-4%,-15%,0%,3%
CC(=O)Nc1ccc(S(=O)(=O)NCc2nnnn2-c2ccc(Cl)cc2)cc1,14%,-0.6,-9,-3.2,3%,9%,12%,-11%
CC(C)n1cnc2c(NCc3ccccc3)cc(Cc3ccc(F)cc3)cc21,-2%,-1.5,9,-0.8,0%,5%,-6%,-7%
O=C(NC(=S)Nc1ccc2[nH]c(=O)[nH]c2c1)c1ccccc1[N+](=O)[O-],-5%,-1.8,5,1.3,8%,-2%,-5%,-5%
CCCc1nc2sc(C(=O)OCC)c(N)c2c2c1COC(C)(C)C2,1%,-2.7,5,-0.9,-10%,0%,-4%,-22%
CC1CCCN(C(=O)c2ccc(NS(=O)(=O)c3cccc([N+](=O)[O-])c3)cc2)C1 (stereo not given),-2%,-2.5,6,-0.6,6%,-4%,1%,-2%
COc1cc2c(cc1OC)C1=C(C#N)CCC(=NC(=O)c3ccco3)N1CC2,-1%,-1.2,-8,-0.7,-5%,3%,-17%,-20%
